# M1 ag = activates human CHRM1 receptor; CHO-K1 hM1, Fluo-8 calcium fluorescence, agonist mode; 0% DMSO, 100% acetylcholine EC100; activation, % at 3 µM; 360,000 compounds, 0.33% hits; AID 588814;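 active = activation above the run's mean compound activation plus 3 SD, cut at about 16% in these data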;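 also: peak over basal fluorescence ratio within a 140 s kinetic read after compound addition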
# Target sequence (P11229 whole entry, looked up): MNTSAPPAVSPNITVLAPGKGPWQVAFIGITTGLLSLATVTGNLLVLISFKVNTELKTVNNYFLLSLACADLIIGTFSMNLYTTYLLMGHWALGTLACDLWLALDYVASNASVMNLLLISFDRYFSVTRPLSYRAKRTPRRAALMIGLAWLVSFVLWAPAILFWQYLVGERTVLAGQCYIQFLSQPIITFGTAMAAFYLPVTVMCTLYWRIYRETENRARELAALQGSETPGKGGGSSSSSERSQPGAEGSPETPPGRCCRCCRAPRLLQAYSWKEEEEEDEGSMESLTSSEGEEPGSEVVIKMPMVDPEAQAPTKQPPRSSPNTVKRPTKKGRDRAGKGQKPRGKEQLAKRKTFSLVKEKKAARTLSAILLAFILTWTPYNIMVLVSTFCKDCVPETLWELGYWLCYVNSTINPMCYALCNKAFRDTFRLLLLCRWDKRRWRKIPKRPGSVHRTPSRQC
# CHO parental Ca = counter-screen for OX1R antagonists: effect in parental CHO cells. parental CHO-K1, ATP-induced calcium, Fluo-8 fluorescence. inhibition, % at 5.6 µM. 330,000 compounds, 0.63% hits;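 active = inhibition above that plate's mean sample inhibition plus 3 SD, cut at about 26% in these data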;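 also: 0% = ATP-challenged DMSO wells and 100% = DMSO wells without ATP; some compounds past the cut are filed as inactive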
#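 Test system: untransfected parental CHO cell line; also added: ATP stimulus; dosing: 5.6 µM, single dose; signal: calcium-sensitive Fluo-8 fluorescence; measure: percent inhibition of ATP-evoked calcium rise, normalized to controls; benchmarks: low control ATP plus DMSO, high control DMSO only; replication: one well per compound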
# TAAR1 antagonist = antagonists of human TAAR1; Q96RJ0; CHO RD-HGA16 TAAR1, Fluo-8 calcium fluorescence, antagonist; inhibition, % at 3 µM; 360,000 compounds, 1.5% hits; AID 624466;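 active = inhibition above a per-plate cutoff, the mean inhibition of test compounds on that plate plus 3 SD, cut at about 49% in these data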;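 also: 0% = DMSO plus EC80 beta-PEA response and 100% = DMSO alone without agonist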
# Target sequence (Q96RJ0 whole entry, looked up): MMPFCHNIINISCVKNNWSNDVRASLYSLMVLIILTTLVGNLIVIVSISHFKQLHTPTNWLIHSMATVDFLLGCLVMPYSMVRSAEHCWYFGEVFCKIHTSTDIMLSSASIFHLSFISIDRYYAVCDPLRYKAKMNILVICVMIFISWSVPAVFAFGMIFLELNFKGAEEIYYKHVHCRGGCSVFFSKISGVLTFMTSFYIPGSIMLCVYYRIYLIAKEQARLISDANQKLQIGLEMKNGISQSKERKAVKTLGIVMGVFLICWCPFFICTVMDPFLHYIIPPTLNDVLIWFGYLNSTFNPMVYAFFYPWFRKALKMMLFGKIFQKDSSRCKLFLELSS
#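 Test system: CHO RD-HGA16 cells bearing hTAAR1 | Reagent: β-PEA, EC80 | Compound dosing: 3 µM, single point | Schedule: Dye loading 75 min at 37 °C, then 30 min room temperature | Signal: Calcium fluorescence with Fluo-8 | Evaluation: Percent inhibition of PEA-evoked calcium signal, max/basal emission ratio | Control set: DMSO-only wells and EC80 β-PEA-stimulated wells | Repeats: Singlicate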
# CHO-K1 Ca PAM = nonselective activator or artifact in parental CHO-K1 calcium assay. ATP EC20, Fluo-8 calcium fluorescence; 0% at ATP EC20, 100% at ATP max. activation, % at 3 µM. 360,000 compounds, 0.02% hits. AID 602247;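 active = activation above the run cutoff, the mean activation of all test compounds plus 3 SD, cut at about 40% in these data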;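 also: peak over basal fluorescence ratio in a 140 s read after ATP addition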
# TAAR1 ag = human TAAR1 agonism. 360,000 compounds, 0.99% hits. AID 624467. CHO RD-HGA16 TAAR1, Fluo-8 calcium fluorescence; vehicle wells 0%, saturating PEA agonist 100%. activation, % at 3 µM. Q96RJ0;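 active = activation above the mean activation of all test compounds in the run plus 3 SD, cut at about 38% in these data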
#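 Signal – calcium-sensitive Fluo-8 signal, excitation 470-495, emission 515-575 nm · System – RD-HGA16 (CHO) cells co-expressing Gα16 and hTAAR1 · Incubation – 17-24 h seeding, 75 min 37 °C dye, 30 min RT · Compound dosing – 3 µM single concentration · Repeats – no replicates (n 1)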
# CHRM1 antagonist = human CHRM1 antagonism; P11229; CHO-K1 hM1, Fluo-8 calcium fluorescence, ACh EC80 antagonist; inhibition, % at 3 µM; 360,000 compounds, 1.3% hits; AID 588852;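 active = percent inhibition above its own plate's cutoff, namely the mean of that plate's compound wells plus 3 SD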;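 also: peak over basal fluorescence ratio during 140 s after agonist addition; 0% = ACh EC80 plus DMSO and 100% = DMSO alone without agonist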
# OXTR potentiator = human OXTR potentiation. CHO-OTR cells, Fluo-8 calcium fluorescence, potentiator mode; 0% = oxytocin EC15, 100% = EC100. activation, % at 3 µM. 320,000 compounds, 0.061% hits. AID 2445;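 active = activation above that plate's cutoff, the mean activation of tested compounds plus 3 SD, cut at about 6.6% in these data, passing the limit was not always enough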;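 also: 100% uses oxytocin at 75 nM as the full agonist control; some results filed as inactive read as strong as hits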
#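 System: human OTR in CHO cells; Also added: sub-maximal oxytocin, roughly EC15; Timing: compound 6 min at room temperature before oxytocin, 100 s read; Technique: Fluo-8 intracellular calcium fluorescence, ex 470-495, em 515-575 nm; Controls: oxytocin EC15 low and EC100 high; Replication: singlicate.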
# CHO-K1 Ca antag = counter-screen for M1 antagonists: effect in parental CHO-K1 cells; ATP-induced calcium, Fluo-8 fluorescence; inhibition, % at 3 µM; 360,000 compounds, 0.6% hits; AID 602250;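 active = inhibition above a per-plate cutoff, the plate's mean sample inhibition plus 3 SD, cut at about 24% in these data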;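 also: 0% = DMSO plus EC80 ATP and 100% = DMSO alone without ATP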
# M1 ag parental = counter-screen for M1 agonists: effect in parental CHO-K1 cells; 360,000 compounds, 0.48% hits; activation, % at 3 µM; Fluo-8 calcium fluorescence; scaled to maximal ATP response, vehicle zero; AID 602248; in the data active = activation above about 15%;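 also: untransfected CHO-K1 host cells lacking M1 receptor as counterscreen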
# Starred values were filed as active, the others as inactive; . = not tested or not shown.
SMILES,M1 ag,CHO parental Ca,TAAR1 antagonist,CHO-K1 Ca PAM,TAAR1 ag,CHRM1 antagonist,OXTR potentiator,CHO-K1 Ca antag,M1 ag parental
O=C(C1CC1)N1CCCC(c2ccc(Cl)cc2)=N1,-12,-4,-3,8,-1,3,-1,1,-0.9
O=C1c2ccccc2C(=O)N1CCCCN(C(=O)c1cc([N+](=O)[O-])cc([N+](=O)[O-])c1)c1ccc(Cl)cc1,-4,-18,1,-8,-1,0,3,-4,-0.4
O=C(CCCc1nc(-c2ccccc2)no1)N1CCOCC1,-3,-7,-6,15,15,-13,-11,-3,0.3
COC(=O)NNC(=O)COc1cc(C)ccc1C,-6,-6,-26,18,7,-10,-3,-4,0.5
COc1ccccc1C1C([N+](=O)[O-])=CC([N+](=O)[O-])=CN1C (stereo not given),-5,-3,2,9,16,7,-2,-3,2.1
O=C(c1cnc2ccccc2n1)N1CCN(c2ccc(C(F)(F)F)cn2)CC1,-4,-7,-27,20,4,-7,-4,-14,5.7
COC(=O)NNS(=O)(=O)c1ccc(C)cc1,-4,3,-6,10,1,7,2,-14,0.2
CCCn1c(N)c(N(C)C)c(=O)n(CC(=O)Nc2ccc(OC(F)(F)F)cc2)c1=O,6,-11,5,20,21,-21,-11,-3,1.0
O=C(NCCCN1CCCCC1)C1CCN(c2ncnc3c2nc2n3CCCCC2)CC1,-5,-2,-12,12,1,-1,-3,-18,1.1
CCOC(=O)C1(CC2CCCCO2)CCN(C(=O)Nc2ccc(C(=O)OC)cc2)CC1 (stereo not given),2,-21,4,-12,10,8,-11,7,4.7
COc1ccc(CSc2nnnn2-c2ccc(C(N)=O)cc2)cc1[N+](=O)[O-],-6,13,4,5,0,2,-18,-1,2.4
COc1ccc(C=CC(C)=NNC(=O)c2ccncc2)cc1,-2,.,-1,4,0,5,.,-14,2.3
CCOC(=O)[C@H]1[C@H]2COc3ccc(C)cc3[C@@H]2N2C(=O)[C@@H](CO)NC(=O)[C@@]12C,0,-8,-4,16,6,-10,1,-16,0.1
O=C(Nc1cc2c(cc1C(=O)O)OCCCO2)c1ccc(C(F)(F)F)cc1,1,13,19,5,4,-13,-20,-1,1.3
O=[N+]([O-])c1ccc(C2Nc3cccc4cccc(c34)N2)cc1,-4,3,20,14,5,-15,-2,-4,0.1
NC(Cc1ccc2nonc2c1)C(=O)O (stereo not given),1,1,-1,17,8,-11,-13,-8,-0.2
COc1ccc(Nc2ncc(C(=O)O)c3ccccc23)cc1,-4,-9,4,18,0,-6,-8,-8,0.2
CC(=O)Nc1ccc(NS(=O)(=O)c2ccc3c(c2)oc(=O)n3C)cc1,-5,7,-12,-8,6,-13,3,1,0.4
COC(=O)c1c(O)cc(C(C)(C)C)n(-c2ccc(F)cc2)c1=O,-1,-3,4,4,2,-5,0,7,-0.1
O=C(CSc1ncccc1C(=O)O)NCCC1=CCCCC1,-5,2,77*,3,96*,1,4,-15,0.0
CC(=O)c1c(C(C)=O)c(C)n(C(c2ccccc2)c2ccccc2)c1C,-5,-6,-3,3,-3,3,-1,-14,0.1
CCOC(=O)c1sc(=NC(=O)CCS(=O)(=O)c2ccccc2)n(C)c1C,-4,-5,2,7,-1,5,-2,1,13
Cc1nnc(Sc2c(N)n(C)c(=O)n(C)c2=O)s1,-5,4,1,4,2,-8,-17,-1,0.7
O=C(Nc1c(-c2ccccc2)nc2ccccn12)c1cccs1,-6,-14,11,19,1,-8,-4,-5,-0.2
CCOC(=O)Cn1c(=NC(=O)C(C)(C)C)sc2cc([N+](=O)[O-])ccc21,-10,-20,26,26,5,-7,-6,-11,1.5
N/C(=N\OC(=O)c1cccc(F)c1)c1ccccn1,-2,-5,-10,9,2,-14,-9,-11,0.9
O=C(c1ccc(N2CCCCS2(=O)=O)cc1)N1CCN(c2ccc(N3CCOCC3)nn2)CC1,-8,16,-3,4,1,-18,-2,-1,0.4
Cc1nonc1NC(=O)CSc1nc2ccccc2[nH]1,-2,-23,-10,-14,4,9,-1,20,-0.2
CN(C)CCN=Cc1c(O)n(Cc2ccccc2)c(=O)c2ccccc12,-5,-13,-10,13,4,4,-10,-6,2.6
Cc1cccc(NCc2ccc(O)c3ncccc23)c1C,-6,-11,6,5,17,-4,-18,-13,1.6
CCCCNC(=O)COC(=O)c1ccccc1F,3,-11,-12,5,-3,6,-5,2,12
COc1ccc(SCc2noc(C(=O)NC(C)C)c2C(=O)O)cc1,-2,-1,2,18,7,-5,-10,-14,0.7
CN(C)Cc1c(C(=O)N/N=C/C=C/c2ccccc2)nnn1-c1nonc1N,-3,-5,5,17,2,-7,-9,-10,1.0
O=C(Nc1ccc2c(c1)OCCO2)c1ccc2ccccc2n1,-4,-18,1,11,-1,-20,-7,-16,2.0
COc1ccc(NC(=O)NNC(=O)c2cc3ccccc3cc2O)cc1,0,-5,-5,-23,1,7,-7,5,0.3
Cc1ccc(NC(=O)c2cc(-c3cccc(O)c3)on2)cc1C,-1,21,52*,-5,4,-8,-4,-8,0.6
O=C(N/N=C/c1cccs1)c1ccccn1,-4,0,5,8,3,-2,-3,-16,0.9
COc1ccccc1C(=O)N(CCC1CCCN1C)c1nc2ccccc2s1 (stereo not given),-3,-20,-6,2,3,51*,-9,-10,6.5
CCC(CC)C(=O)Nc1cc(C(=O)NCCc2ccccc2)ccc1Cl,-5,-14,9,0,-4,-6,4,-5,-0.2
Cc1cc(C)c(S(=O)(=O)Nc2nnc(C3CCCCC3)s2)c(C)c1,-5,-17,-6,23,-3,-24,-10,-20,-0.5
CC(CCC(=O)Nc1nncs1)C(=O)O (stereo not given),-1,3,-26,-2,6,1,-5,7,0.3
Cc1ccc(-c2nc(SCC(=O)Nc3cc(C)on3)c3c(=O)n(C)c(=O)n(C)c3n2)cc1,4,4,-3,9,3,-10,-7,2,1.0
CCOC(=O)CC(=O)CSc1nc(-c2ccccc2)cc(-c2ccccc2)c1C#N,-2,-11,38,-3,-1,14,-13,21,7.8
CCn1c(SCC(=O)Nc2cccc(OC)c2)nnc1-c1ccc(Cl)cc1,-6,-15,10,6,10,0,-4,-12,2.3
CCOC(=O)C1(Cc2cccc(Cl)c2)CCCN(C(=O)c2ccco2)C1 (stereo not given),-3,-18,-45,19,0,-12,-14,-18,1.1
O=C(c1ccc(S(=O)(=O)Nc2ccc(F)cc2)cc1)N1CCN(C(=O)c2ccco2)CC1,2,2,22,6,18,3,-19,8,1.9
COc1ccc(NCCC#N)cc1,0,-10,0,2,4,-32,-5,-14,-0.1
C[C@@H]1CN([C@@H](C)CO)C(=O)CCCn2nncc2CO[C@@H]1CN(C)S(=O)(=O)c1ccccc1F,-3,.,-9,2,11,-2,.,-11,0.2
O=C(COc1ccc2c3c(c(=O)oc2c1)CCC3)NCc1cccnc1,-9,1,-10,9,0,-4,1,-3,4.4
COc1ccccc1/C=N/NC(=O)c1cccc(NC(=O)c2ccccc2C)c1,-5,-11,44,6,10,3,-5,-2,6.6

# The list continues:
SMILES,M1 ag,CHO parental Ca,TAAR1 antagonist,CHO-K1 Ca PAM,TAAR1 ag,CHRM1 antagonist,OXTR potentiator,CHO-K1 Ca antag,M1 ag parental
C#CCOCCOCCOCCNc1nc(N2CCN(C(=O)[C@H]([C@@H](C)O)n3cc(CCCCN)nn3)CC2)nc(N2CCN(C(=O)[C@H](CCCCN)n3cc(CCCC)nn3)CC2)n1,-4,4,-1,0,9,-6,-10,-10,0.0
Cc1cc(OCC(=O)Nc2ccccn2)c2c(C)cc(=O)oc2c1,-2,-7,-8,8,10,-2,0,-8,0.9
O=C(CCN1C(=O)C2C3C=CC(C3)C2C1=O)N1CCN(c2ccc(F)cc2)CC1 (stereo not given),-1,-12,2,14,8,-23,-10,-11,1.2
COc1ccc(-c2cc(C(=O)OCC(=O)N3CCCC3)c3ccccc3n2)cc1,-3,-22,15,5,6,0,5,4,1.8
Cc1ccc(C(=O)O)cc1S(=O)(=O)N1CCSCC1,-2,3,7,24,3,-16,-6,-20,0.7
O=C(Nc1ccc(Cl)c(C(F)(F)F)c1)NC1CC2CCCC(C1)N2C1CC1 (stereo not given),-3,-3,25,9,68*,-15,-18,-11,1.4
CC(C)(C)c1ccc(C(=O)NNC(=S)NCC2CCCO2)cc1 (stereo not given),-5,3,8,13,-1,-7,-6,-10,1.8
O=C(NC1CCCC1)C1CC(c2ccc(F)cc2)=NO1 (stereo not given),-2,-22,10,9,1,-9,-4,-26,1.7
O=C(COC(=O)c1cccs1)NC1CCCCC1,-5,-9,-1,17,4,-6,-5,-15,0.4
O=C(c1ncc[nH]1)c1ccco1,-2,7,-9,9,1,-3,-7,-3,-0.1

# Retrieved by compound from the entries so far, two records:
SMILES,M1 ag,CHO parental Ca,TAAR1 antagonist,CHO-K1 Ca PAM,TAAR1 ag,CHRM1 antagonist,OXTR potentiator,CHO-K1 Ca antag,M1 ag parental
O=C(CCN1C(=O)C2C3C=CC(C3)C2C1=O)N1CCN(c2ccc(F)cc2)CC1 (stereo not given),-1,-12,2,14,8,-23,-10,-11,1.2
COc1ccc(-c2cc(C(=O)OCC(=O)N3CCCC3)c3ccccc3n2)cc1,-3,-22,15,5,6,0,5,4,1.8

# More results.
SMILES,M1 ag,CHO parental Ca,TAAR1 antagonist,CHO-K1 Ca PAM,TAAR1 ag,CHRM1 antagonist,OXTR potentiator,CHO-K1 Ca antag,M1 ag parental
Clc1ccc(CCNc2ncnc3c2nnn3Cc2ccccc2)cc1,-3,-17,-32,-14,38*,-18,-6,9,0.0
c1ccc(-c2nnc(SCc3nc4ccccc4[nH]3)o2)cc1,-2,-17,0,7,25,-1,-8,-1,4.2
CCCC(=O)Nc1cc(-c2nn(C)c(=O)c3ccccc23)ccc1OC,-3,-14,11,-2,14,2,2,24*,-0.6
COc1cc2nc(C3CCC3)n(NC(=O)C(OC(C)=O)c3ccccc3)c(=O)c2cc1OC (stereo not given),-3,-19,9,5,16,-2,-6,-2,0.8
CN(C)S(=O)(=O)c1cccc(NC(=O)COC(=O)/C=C/c2ccc3c(c2)OCO3)c1,-4,-4,-2,0,4,-3,-18,-13,11
O=S(=O)(NCCO)c1ccc2c(c1)Cc1cc(S(=O)(=O)NCCO)ccc1-2,0,-7,-2,-2,-1,-17,-10,-11,0.2
O=C(CC(CC(=O)c1ccc(Cl)cc1)c1ccccc1C(=O)O)c1ccc(Cl)cc1,-2,-11,2,17,-2,-30,-7,-10,-0.2

# Assay outcomes: PubChem BioAssay, The Scripps Research Institute Molecular Screening Center
